VIM-2 inh: blocks Pseudomonas aeruginosa VIM-2 metallo-beta-lactamase; 290,000 compounds, 0.89% hits; purified VIM-2, nitrocefin hydrolysis, epi-absorbance fluorescence; inhibition, % at 5.6 µM;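 active = inhibition above the mean of all tested compounds plus 3 SD, cutoff set per screening run, cut at about 7.5% in these data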;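 note: red hydrolysis product quenches plate fluorescence so inhibitors raise well fluorescence; 0% = enzyme with DMSO and 100% = DMSO without enzyme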
NALP1 inh: NALP1 inhibition. 280,000 compounds, 0.61% hits. inhibition, % at 10 µM. S. cerevisiae NALP1/ASC/caspase-1 growth, X-gal OD620, 72 h; in the data active = inhibition mostly above about 24%, no sharp cut-off; inactive = mostly below about 32%; note: some compounds called inactive have numbers as strong as hits
MEKK2 WT-MEK5: raises or lowers MEK5 binding to wildtype human MEKK2 PB1 domain; Q9Y2U5; bead flow cytometry, Alexa488-MEK5 binding to MEKK2 WT; actives lie on both sides; binding response (% of control), % at 10 µM; 290,000 compounds, 1.1% hits; in the data active = binding response below about 67% or above about 130%
SUMO HTRF inh: blocks human SUMOylation mediated by UBC9; P63279; HTRF SUMOylation assay, SAE1/SAE2 + UBC9, in vitro; inhibition, % at 35 µM; 290,000 compounds, 0.36% hits; in the data active = inhibition above about 50%, passing the limit was not always enough; note: strong numbers were not always called active
Target sequence (P63279 whole entry, looked up): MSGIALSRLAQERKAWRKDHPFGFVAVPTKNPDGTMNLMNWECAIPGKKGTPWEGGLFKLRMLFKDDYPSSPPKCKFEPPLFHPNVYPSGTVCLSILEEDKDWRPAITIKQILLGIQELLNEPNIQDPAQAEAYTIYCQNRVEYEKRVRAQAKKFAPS
NS3 helicase inh: blocks Hepatitis C virus NS3 helicase unwinding. NS3 helicase DNA unwinding, Cy5 molecular beacon fluorescence. inhibition, % at 10.9 µM. 290,000 compounds, 0.56% hits. AID 1800;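 active = inhibition above the mean of all tested compounds plus 3 SD, set per campaign, cut at about 35% in these data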;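 note: 0% = DMSO wells and 100% = thioflavine S control wells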
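Assay system: hepatitis C virus NS3 helicase domain fragment enzyme. Also added: annealed dual-labelled DNA beacon duplex, ATP-started. Timing: 1 h reaction at 25 °C, ATP-initiated. Technique: Cy5 fluorescence at 0 and 60 min, beacon hairpin quenching. Evaluation: % inhibition of unwinding. Replication: one well per compound.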
PfM18AAP inh: blocks P. falciparum M18 aspartyl aminopeptidase; recombinant PfM18AAP, H-Glu-NHMec fluorogenic cleavage; inhibition, % at 7.35 µM; 290,000 compounds, 1.2% hits; AID 1822;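 active = inhibition above the campaign mean inhibition over all tested compounds plus 3 SD, cut at about 28% in these data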;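 note: 0% = plate median of test compound wells and 100% = 2 mM ZnCl2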
MEKK2 mut-MEK5: signal of MEK5 binding to mutant human MEKK2 PB1 domain. percent response, % at 10 µM. AID 1530. 290,000 compounds, 0.35% hits. bead flow cytometry, Alexa488-MEK5 binding to MEKK2 mutant; in the data active = percent response above about 24%, passing the limit was not always enough; note: inactives centre near 1; some results filed as inactive read as strong as hits
IMP-1 inh: blocks Pseudomonas aeruginosa IMP-1 metallo-beta-lactamase; inhibition, % at 5.6 µM; 290,000 compounds, 0.45% hits; purified IMP-1, nitrocefin hydrolysis, epi-absorbance fluorescence; AID 1556;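 active = inhibition above the mean plus 3 SD of all compounds in the same screening run, cut at about 4.5% in these data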;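 note: 0% = IMP-1 with DMSO and 100% = DMSO wells lacking enzyme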
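System: purified IMP-1; amount: IMP-1 0.2 nM before substrate addition; compound: single dose, 5.6 µM; times: 25 °C, 15 min preincubation, 25 min reaction; signal: Epi-absorbance via hydrolysed-nitrocefin quenching of white-plate fluorescence, 480/530 nm, EDTA stop; benchmarks: DMSO with and without IMP-1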
DNA FID counter: counter-screen for HCV NS3 helicase inhibitors: DNA intercalator displacement | AID 1845 | inhibition, % at 7.9 µM | 290,000 compounds, 0.17% hits | DNA fluorescent intercalator displacement, fluorescence; in the data active = inhibition above about 37%;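 note: 0% = vehicle and 100% = reference compound; higher means more ethidium bromide displaced from hairpin DNA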
* hit, by the source's call; . = no result given.

SMILES	VIM-2 inh	NALP1 inh	MEKK2 WT-MEK5	SUMO HTRF inh	NS3 helicase inh	PfM18AAP inh	MEKK2 mut-MEK5	IMP-1 inh	DNA FID counter
COc1ccc(C(=O)n2nnc3ccccc32)cc1OC	-2.4	23	96	12	0	1	0	-2.2	5
Cn1nnnc1NCc1ccc(Cl)c(Cl)c1	-1.7	1	97	5	5	-8	-2	1.5	3
Cn1c(SCC(=O)c2ccc3c(c2)Cc2ccccc2-3)nnc1-c1ccccc1	-0.9	0	113	-45	-2	5	18	-1.4	-4
CCOc1ccc(NC(=O)N2CCN(Cc3ccc4c(c3)OCO4)CC2)cc1	-2.3	-2	107	9	3	5	7	-3.0	-11
COc1ccc(C2c3[nH]c4ccccc4c3C[C@H]3C(=O)N(c4ccccc4C(=O)NCCN4CCOCC4)C(=O)N23)cc1 (stereo partly drawn)	-2.3	12	102	3	-127	-1	4	-4.8	10
CCOC(=O)c1cnn(-c2nc(SC)nc3sc4c(c23)CCC4)c1N	-1.0	-13	99	-4	6	6	2	-1.7	0
CC(=O)c1ccccc1NC(=O)COC(=O)c1ccc2c(c1)nc(C)n2-c1ccccc1	-3.4	2	110	-3	-4	-1	2	-3.9	-8
CC(C)(C)NC(=O)C(OC(=O)c1cccs1)c1ccc(C#N)cc1 (stereo not drawn)	-1.5	8	94	1	-4	2	-1	-4.7	-6
CCOC(=O)C1CCN(C(=O)Cn2c(=O)c3cccn3c3cccnc32)CC1	-1.5	-6	108	3	9	0	8	0.0	-20
CN(c1ncc(C(F)(F)F)cc1Cl)n1cc(C(=O)O)c2ccccc2c1=O	-1.5	3	106	3	-6	16	3	-3.1	-8
Cc1noc(C)c1CS(=O)(=O)Cc1ccc(Cl)cc1	-1.4	10	89	-3	2	2	-9	-1.8	0
O=C1C=CCC(/C=C/c2ccccc2)O1 (stereo not drawn)	-2.8	47*	97	-6	4	3	3	-4.8	1
Cn1ncc2c(Nc3ccccc3Br)ncnc21	2.2	1	104	4	-12	-1	0	-0.5	4
CC(Nc1cccc2ccccc12)C(=O)N/N=C/c1ccccn1 (stereo not drawn)	-0.6	-2	109	54	10	8	10	-2.1	-12
CNC(=S)N(Cc1ccco1)Cc1cc2cc(OC)c(OC)cc2[nH]c1=O	0.0	6	98	5	-2	2	-4	-1.8	-16
CCOC(=O)c1c(-c2cccs2)csc1N	-3.4	8	88	8	18	36*	-15	3.5	0
N#Cc1c(Oc2ccc3ccccc3c2)sc(C(=O)c2ccccc2)c1N	-1.9	-12	93	-17	2	-2	-3	0.9	-1
CN(C)S(=O)(=O)N1CCN(CC(=O)Nc2cc(Cl)ccc2Cl)CC1	-0.5	40	76	6	1	7	-10	-0.5	-19
Cc1ccc(S(=O)(=O)N(C)C)cc1NC(=S)N(C)C1CCN(C)CC1	-2.2	20	101	-8	14	10	-3	1.0	4
Cc1c(NC(=O)Nc2ccc(F)cc2F)c(=O)n(-c2ccccc2)n1C	-0.8	-2	112	-1	13	7	12	-2.0	-8
CC(=O)C1=C(O)C(=O)N(CO)C1c1ccccc1F (stereo not drawn)	-1.3	-6	97	27	5	3	2	-2.4	-4
COc1cc(S(=O)(=O)N2CCN(C(=O)c3ccco3)CC2)ccc1Cl	-1.5	6	113	11	-3	0	9	-2.2	-14
O=C(O)c1[nH]nc2c1COc1ccccc1-2	0.4	-8	102	10	-1	-2	-3	0.6	6
N#Cc1c(N)n(Cc2ccccc2)c(=O)c2cc([N+](=O)[O-])ccc12	-1.8	17	96	10	2	12	7	-2.2	23
CCC1(CC)NC(=O)N(CC(=O)Nc2sc3c(c2C(N)=O)CCC3)C1=O	0.2	8	100	43	29	16	0	-1.0	-15
O=C(CCS(=O)(=O)c1ccc(Br)cc1)Nc1ccc(Cl)cc1F	-0.3	33	100	5	-7	2	-1	-1.7	-4
CCCCCC(=O)NC(=S)NNC(=O)CC	-2.8	2	95	-1	1	-10	-3	-5.0	-8
O=C1c2nc3cc(-c4ccco4)[nH]n3c(=O)c2CN1Cc1ccccc1	-2.8	.	98	50	29	1	-23	-4.8	-10
COC(=O)c1cc(C(C)=O)c(C)[nH]c1=O	-5.5	-2	112	9	2	2	1	-3.0	0
Nc1c2c3c(sc2nc(=O)n1N)CCCC3	-1.7	-5	98	2	0	8	-10	-1.5	-3
CC(C)(C)SCCNC(=O)CN(c1ccc(F)cc1)S(=O)(=O)c1ccccc1	-4.5	2	109	-1	1	-1	13	-4.0	-27
O=C(NN=C(Cc1ccccc1)Cc1ccccc1)c1ccncc1	-0.9	15	96	7	-4	-12	-10	-2.6	-6
COCCn1c(CN(C)Cc2ccccc2)nc2c1c(=O)n(C)c(=O)n2C	-0.6	23	94	21	-1	5	0	-4.0	-14
CC(C)(C)C1CCC2(CC1)CC(=O)c1ccccc1O2 (stereo not drawn)	.	-2	107	-9	.	.	-3	.	.
Cc1cc(C)nc(NC(=O)Nc2ccccc2C(F)(F)F)n1	-2.2	-6	92	6	-3	-2	-6	-3.1	-17
CCc1nnc(NS(=O)(=O)c2ccc(NC(=O)c3cc(Cl)ccc3[N+](=O)[O-])cc2)s1	-1.2	-1	97	20	16	3	2	-2.5	-28
O=C(NCCCn1ccnc1)c1ccncc1	-0.9	-5	98	18	-5	1	0	-4.4	-2
CCN(CC)c1ccc(N2C(=O)C3CCCCC3C2=O)cc1[N+](=O)[O-] (stereo not drawn)	-4.4	18	98	13	-4	1	-1	-4.4	-9
CC(=O)Nc1ccc(NCc2cccs2)cc1	-0.2	30	96	0	11	7	2	-4.9	-3
COc1ccccc1N1CCN(C2CCCN(C(=O)c3csc(C)n3)C2)CC1 (stereo not drawn)	-1.3	3	110	1	1	3	5	-1.1	-17
Cc1ccc(C)c(S(=O)(=O)Nc2ccc(C(=O)N3CCCCC3)cc2)c1	2.0	10	102	0	-12	6	4	-2.3	-35
CCOC(=O)CC1C(=O)NCCN1S(=O)(=O)c1cccc(C(F)(F)F)c1 (stereo not drawn)	-2.4	-4	105	4	-5	1	3	-1.2	-3
CCOC(=O)c1cc2sccc2n1CC(=O)OC(C)C	-2.2	4	103	-21	2	2	1	-4.6	-9
COc1ccc(OC)c(Nc2nnc(C)c(=O)[nH]2)c1	-4.1	19	100	7	-5	6	-1	-2.3	0
CC(=O)Nc1ccc(S(=O)(=O)c2c(N)n(CCN3CCOCC3)c3nc4ccccc4nc23)cc1	-3.1	18	109	6	10	1	8	-3.1	-3
O=C(NC(=S)Nc1ccccc1N1CCCCC1)c1ccc(-c2cccc([N+](=O)[O-])c2)o1	-2.2	-8	93	-16	-3	1	-3	-4.1	-6
COc1ccc(CCc2nnc(CCC(=O)NCc3cc(C(C)C)no3)o2)cc1	-3.6	-3	88	9	2	-5	-11	-2.6	-14
O=C(CSCC(=O)NC1CC1)Nc1ccc2ccccc2c1	-4.0	-2	111	-4	7	-1	5	-2.0	-4
COc1ccc(S(=O)(=O)c2c(N)n(Cc3ccco3)c3nc4ccccc4nc23)cc1	4.7	2	89	26	35	10	-6	5.6*	-12
O=C(Nc1cccc(F)c1)c1cc(S(=O)(=O)N2CCOCC2)cs1	-4.0	9	79	26	3	-6	-10	-0.6	3
O=C(NCc1ccccn1)Nc1ccccc1	-0.1	-3	86	18	-2	-2	-11	-0.6	-8
CCC1CN(C(=O)NCc2ccccc2)c2cc(Cl)ccc2O1 (stereo not drawn)	-1.4	33	106	-11	-1	0	7	-1.8	-26
CCCn1c(C(O)c2ccc(OC)cc2)nc2ccccc21 (stereo not drawn)	-0.8	-2	100	13	2	2	9	-3.2	-13
COc1ccc(C(=O)NNC(=O)CN2CCC(n3nnc4cc(F)ccc43)CC2)cc1	2.4	5	94	-8	-2	18	-3	-0.7	3
Cc1c(C=O)c(=O)n(-c2ccccc2)n1-c1ccccc1	0.4	11	101	13	16	4	-1	0.2	-5
CCOC(=O)c1ccccc1OCc1cc(/C=N/n2cnnc2)ccc1OC	0.2	-4	95	34	4	4	-7	-1.2	-20
Cc1ccc(NC2OC(CO)C(O)C2O)cc1[N+](=O)[O-] (stereo not drawn)	-4.6	23	96	-9	0	-10	-2	-1.7	-1
CN(Cc1ccccc1)c1nc(N)c([N+](=O)[O-])c(Nc2cccc(F)c2)n1	-1.2	-2	98	-4	-3	-3	2	-2.4	-3
Cc1sc2nc(CN(Cc3ccccc3)C(=O)NC3CCCCC3)[nH]c(=O)c2c1C	-3.9	.	91	.	7	1	-6	-2.9	2
Cc1cccc(NC(=O)COC(=O)CNC(=O)C2CCCCC2)c1	-0.3	1	98	-17	-5	9	2	-4.2	-7

Laid out differently: results already given.
> Cc1cccc(NC(=O)COC(=O)CNC(=O)C2CCCCC2)c1
  VIM-2 inh: -0.3
  NALP1 inh: 1
  MEKK2 WT-MEK5: 98
  SUMO HTRF inh: -17
  NS3 helicase inh: -5
  PfM18AAP inh: 9
  MEKK2 mut-MEK5: 2
  IMP-1 inh: -4.2
  DNA FID counter: -7
> COc1ccc(S(=O)(=O)c2c(N)n(Cc3ccco3)c3nc4ccccc4nc23)cc1
  VIM-2 inh: 4.7
  NALP1 inh: 2
  MEKK2 WT-MEK5: 89
  SUMO HTRF inh: 26
  NS3 helicase inh: 35
  PfM18AAP inh: 10
  MEKK2 mut-MEK5: -6
  IMP-1 inh: 5.6*
  DNA FID counter: -12
> O=C(NC(=S)Nc1ccccc1N1CCCCC1)c1ccc(-c2cccc([N+](=O)[O-])c2)o1
  VIM-2 inh: -2.2
  NALP1 inh: -8
  MEKK2 WT-MEK5: 93
  SUMO HTRF inh: -16
  NS3 helicase inh: -3
  PfM18AAP inh: 1
  MEKK2 mut-MEK5: -3
  IMP-1 inh: -4.1
  DNA FID counter: -6
> O=C(CSCC(=O)NC1CC1)Nc1ccc2ccccc2c1
  VIM-2 inh: -4.0
  NALP1 inh: -2
  MEKK2 WT-MEK5: 111
  SUMO HTRF inh: -4
  NS3 helicase inh: 7
  PfM18AAP inh: -1
  MEKK2 mut-MEK5: 5
  IMP-1 inh: -2.0
  DNA FID counter: -4

(cont.)
SMILES	VIM-2 inh	NALP1 inh	MEKK2 WT-MEK5	SUMO HTRF inh	NS3 helicase inh	PfM18AAP inh	MEKK2 mut-MEK5	IMP-1 inh	DNA FID counter
Cc1cc(OCCN2CCOCC2)ccc1C(C)C	-3.2	31	112	15	10	2	12	-3.0	-2
COc1cccc(/C=N/NC(=O)CNC(=O)C2COc3ccccc3O2)c1O (stereo not drawn)	-3.9	49	104	6	5	6	12	-2.6	-7
N#C/C(=N/Nc1ccc(OC(F)(F)F)cc1)C(N)=S	-4.0	7	97	7	7	2	-8	0.2	3
CCN(CCCNC(=O)COc1cc(=O)n(C)c2ccccc12)c1ccccc1	2.1	4	97	-18	-2	6	-2	1.6	-30
COc1ccc(CC(=O)O/N=C(\N)c2ccccn2)cc1	-0.8	.	64	1	-1	8	-17	-0.3	-6
CCN(C(=O)CSc1nnnn1-c1ccccc1)C1CCS(=O)(=O)C1 (stereo not drawn)	1.0	10	90	16	9	-7	-14	-1.2	-1
CCN1CCN(c2ncc(C(=O)Nc3c(F)cc(F)cc3Br)c3ccccc23)CC1	-0.4	20	113	24	-8	-9	5	-2.1	7
Cc1ccc(N(CC(=O)N/N=C/c2cc(C)n(-c3ccccc3)c2C)S(C)(=O)=O)c(C)c1	-3.0	14	99	9	-8	8	6	-0.7	-24
O=C(NC(=S)NC1CCSC1=O)c1ccc([N+](=O)[O-])cc1 (stereo not drawn)	-1.0	-8	112	2	43*	-1	9	-3.1	-5

Screens from PubChem.
